Assay outcomes (PubChem)
GAA spleen mod: inhibitors or activators of human alpha-glucosidase in spleen homogenate | human spleen homogenate, 4-MU-alpha-glucoside fluorescence | 240,000 tested, 0.006% active | Potency, µM (top dose mostly 79.9 µM), for the others: at the top dose activity change, negative = inhibition, usual class: inhibitors | P10253;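 further: 0% = enzyme with vehicle and -100% = no enzyme basal signal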
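AC50 values come from Hill-equation fits of concentration-response data, normalized to no-enzyme and full-activity controls. Enzyme source: 1 ug human spleen homogenate; 1 mM fluorogenic 4-MU glucoside, pH 5.0 citrate buffer, 37 C, 40 min.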
KDM4E inh: blocks human JMJD2E demethylase activity; Potency, µM (highest dose often 57.1 µM), for inactives: at the highest dose activity change, negative = inhibition, hits mostly inhibitors; JMJD2E catalytic domain, FDH-coupled NADH fluorescence (FDH is formaldehyde dehydrogenase); AID 2147; 230,000 tested, 1.6% active; active means well fitted inhibition curve with a large enough effect, not every such curve was filed as active; inconclusive means small, poorly fitted or top-dose-only effect, or another doubt; inactive means no such curve, though single readings can be large or run the other way;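 further: 0% = wells with enzyme and -100% = buffer wells without enzyme; nearly all actives have a fitted effect of over 50% in size; many of its hits are not listed in these tables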
Target sequence (B2RXH2 1-337 limits assumed): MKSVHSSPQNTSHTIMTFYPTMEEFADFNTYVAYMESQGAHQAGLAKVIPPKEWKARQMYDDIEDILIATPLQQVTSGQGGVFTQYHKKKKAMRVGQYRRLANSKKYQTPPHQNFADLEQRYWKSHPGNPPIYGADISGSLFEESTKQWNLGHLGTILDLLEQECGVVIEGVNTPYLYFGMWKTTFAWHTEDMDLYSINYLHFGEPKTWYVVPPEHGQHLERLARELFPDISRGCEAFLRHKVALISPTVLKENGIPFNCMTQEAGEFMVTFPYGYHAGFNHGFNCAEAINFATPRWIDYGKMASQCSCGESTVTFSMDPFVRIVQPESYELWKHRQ
ALDH1A1 inh: blocks purified human ALDH1A1 activity. Potency, µM (doses to about 75.3 µM), without a hit: top-dose activity, negative = inhibition, most hits filed as inhibitors. Purified ALDH1A1, NADH fluorescence, propionaldehyde substrate. AID 1030. 220,000 tested, 7.3% active. P00352; active means well fitted inhibition curve with a large enough effect, not every such curve was filed as active; inconclusive means small, poorly fitted or top-dose-only effect, or another doubt; inactive means no such curve, though single readings can be large or run the other way;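 further: plate controls were no enzyme wells and a reference inhibitor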
Target sequence (P00352 whole entry, looked up): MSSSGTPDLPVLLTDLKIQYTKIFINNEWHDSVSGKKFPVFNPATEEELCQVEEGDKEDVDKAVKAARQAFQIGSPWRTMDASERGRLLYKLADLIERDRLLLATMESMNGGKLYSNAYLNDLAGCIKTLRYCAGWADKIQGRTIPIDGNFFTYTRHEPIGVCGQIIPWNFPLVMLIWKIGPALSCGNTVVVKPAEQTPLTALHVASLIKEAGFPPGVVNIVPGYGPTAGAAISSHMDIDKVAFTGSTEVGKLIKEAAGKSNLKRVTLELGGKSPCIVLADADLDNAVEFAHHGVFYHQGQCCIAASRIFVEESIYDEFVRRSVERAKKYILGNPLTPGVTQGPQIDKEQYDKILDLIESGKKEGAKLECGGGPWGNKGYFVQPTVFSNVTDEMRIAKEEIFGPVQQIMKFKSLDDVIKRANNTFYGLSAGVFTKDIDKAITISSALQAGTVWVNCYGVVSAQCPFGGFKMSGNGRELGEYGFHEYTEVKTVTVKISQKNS
GAA glycogen mod: alters human alpha-glucosidase cleavage of glycogen | recombinant GAA, glycogen substrate, Amplex Red glucose oxidase fluorescence | Potency, µM (top dose mostly 76.4 µM), for the others: at the top dose activity change, negative = inhibition, actives largely listed as inhibitors | 300,000 tested, 0.38% active | AID 2100;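 further: 0% = full enzyme reaction and -100% = no-enzyme basal signal; the screen sought inhibitors and activators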
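qHTS, 1536-well; enzyme 4 nM final; cpd up to 77 uM; substrate bovine liver glycogen 30 ug; 50 mM citrate/phosphate pH 5.0, 0.01% Tween-20; 37 C, 40 min; Amplex Red detection 45 min RT; Hill fit → AC50.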
GAA inh: alpha-glucosidase (human) inhibition; Potency, µM (series often up to 76.9 µM), inactives show at the top dose activity change, negative = inhibition, usual class: inhibitors; AID 1466; 200,000 tested, 0.005% active; purified human GAA, 4-MU-alpha-glucoside fluorescence; P10253;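 further: plate controls were uninhibited enzyme wells for no effect and no-enzyme background for full effect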
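Activity normalized between no-enzyme (basal) and enzyme-only wells. Conditions: 4 nM human enzyme, 400 uM fluorogenic substrate, citrate/phosphate pH 5.0 with Tween-20, 20 min room temperature, compounds up to 77 uM.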
RGS12 GoLoco inh: RGS12 GoLoco-Gai1 interaction inhibition; P63096; 230,000 tested, 0.44% active; Gai1:RGS12 GoLoco peptide FP, rhodamine, 10 min; Potency, µM (series often up to 61.6 µM), for inactives: at the top dose activity, negative = inhibition, actives largely listed as inhibitors; active means well fitted inhibition curve with a large enough effect, not every such curve was filed as active; inactive means no such curve, though single readings can be large or run the other way; further: on the % scale 0 is the no-effect control and ±100 the full control effect; nearly all actives have a fitted effect of over 30% in size; many of its hits are not listed in these tables
SMN2 splice enh: enhancers of SMN2 splice variant expression; Potency, µM (highest dose often 46.1 µM), without a hit: at the top dose activity change, positive = activation, actives largely listed as activators; HEK293 SMN2-luciferase splicing reporter, luminescence, 30-36 h; AID 1458; 210,000 tested, 2.8% active; further: % of control where 0% means no effect; nearly all actives have a fitted effect of over 55% in size
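HEK293 cells carry an SMN2 minigene-luciferase reporter in which exon 7 inclusion puts luciferase in frame. Cells were seeded at 2000 cells/well, attached for 10-12 hours, then exposed to compounds for 30-36 hours at 37C before ONE-Glo luminescence.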
aGal spleen mod: inhibits or activates alpha-galactosidase in human spleen homogenate; P06280; human spleen homogenate, 4MU-alpha-Gal fluorescence, 40 min; Potency, µM (top dose mostly 80 µM), without a hit: at the highest dose activity change, negative = inhibition, actives largely listed as inhibitors; 240,000 tested, 0.008% active; AID 2107;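 further: 0% = enzyme with vehicle and -100% = no enzyme basal signal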
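Human spleen homogenate (1 ug) was the enzyme source, with 4-methylumbelliferyl-alpha-D-galactopyranoside (1 mM final) in pH 5.0 citrate buffer with 0.01% Tween-20. Compounds were titrated; after 40 min at 37C, NaOH/glycine stop, 4-MU fluorescence read; AC50 from Hill fits.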
Starred values were filed as active, the others as inactive; ? = inconclusive; · = no result given; & = joins results of further samples; [ ] = another dose, or the depositor's remark. Unless noted, the call rests on the fitted dose curve; in most records, active means well fitted curve in the direction sought with a large enough effect; inconclusive means small, poorly fitted or top-dose-only effect, or another doubt; inactive means no such curve, though single readings can be large; an effect the other way counts as inactive or inconclusive. Potency means the concentration at half of the fitted maximal effect. The list is partial, so the mix of outcomes need not match the whole.

SMILES | SMN2 splice enh | KDM4E inh | GAA spleen mod | GAA glycogen mod | RGS12 GoLoco inh | ALDH1A1 inh | aGal spleen mod | GAA inh
O=c1cc(-c2ccc(O)c(-c3c(O)cc(O)c4c(=O)cc(-c5ccc(O)cc5)oc34)c2)oc2cc(O)cc(O)c12 | -4% | -24% | -8% | 4% | 9% | ? | -3% | 2%
FC(F)(F)c1ccc(CN2C[C@@H]3C(c4ccccc4)C4(c5cccnc5)CC3(C4)[C@H]2c2ccccc2)cc1 (stereo not given in full) | -21% | 1%&-7% | -2%&-1% | -1% | 5%&1% | ? | 0%&9% | ·
CCCCCCC(=O)N1CCCC(c2nc(-c3cccc(OC)c3)no2)C1 (stereo not given) | · | -3% | 9% | -3% | -1% | · | 8% | ·
Cc1ccc(NC(=O)C2CCCN(C(=O)c3ccc(Cl)cc3)C2)cc1C (stereo not given) | -15% | 1% | -2% | 1% | 4% | ? | -5% | -2%
NS(=O)(=O)c1cccc(NC(=O)COC(=O)CCCc2c[nH]c3ccccc23)c1 | -3% | -7% | 6% | 1% | 1% | -2% | 11% | -5%
N=C1SCC(=O)N1c1ncc(Cc2ccccc2Cl)s1 | · | 0% | -6% | 13% | 5% | -3% | -4% | 4%
CC(NC(=O)CCl)c1ccc(Cl)c(Cl)c1 (stereo not given) | -46%[inhibitor] | -1% | 1% | 5% | -9% | 10µM* | -5% | -2%
O=C(CSc1nc2ccccc2c(=O)[nH]1)N1CCCCC1 | -2% | -9% | -1% | -3% | 9% | ? | 0% | -1%
COc1ccc(N2C(=O)CCC2=O)cc1 | 23% | 1% | -9% | 1% | 7% | 3% | -3% | -1%
CC(C)(C)CC(=O)NC(=S)NCc1ccccc1 | 6% | -3% | -2% | -6% | 3% | -2% | -13% | 4%
O=C(NCCc1csc(-c2ccccc2)n1)c1c(F)cccc1F | -66%[inhibitor] | -8% | 3% | -1% | 3% | -3% | -7% | 7%
CN(Cc1nc(-c2cccc(Cl)c2)no1)C1CCOCC1 | · | -7% | 8% | -8% | 15% | -1% | 9% | -9%
O=C(O)CCc1nn2c3ccccc3n(CC(=O)O)c2nc1=O | 16% | ? | -1% | -9% | 0% | ? | -2% | -1%
CCOC(=O)c1c(NC(=O)c2ccccc2Cl)sc2c1CCc1ccccc1-2 | -23% | ? | 3% | 8% | -5% | ? | -5% | -10%
N#Cc1ccc(OCc2nnc(-c3ccc([N+](=O)[O-])cc3)o2)cc1 | 8% | -13% | 3% | -11% | 0% | 10% | 4% | -1%
CCOC(=O)N1CCN(CC(O)COc2ccccc2C(C)(C)C)CC1 (stereo not given) | -4% | 3% | -7% | 12% | 1% | 7% | -22% | -1%
Cn1c(=S)[nH]c2[nH]c(=O)cnc2c1=O | -8% | ? | 5% | -4% | 0% | -9% | 3% | 1%
Cc1ccc(S(=O)(=O)N2CCOCC2)cc1C(=O)N1C(=O)c2cccc(N)c2C1=O | 4% | ? | 7% | 4% | 15% | ? | 2% | -5%
CC(C)(C)c1ccc(-c2nnc3sc(-c4ccccn4)nn23)cc1 | -14% | -4% | 7% | 1% | 6% | ? | 3% | -5%[15.4 µM]
COC(=O)c1ccc(Cn2cc(Cl)cn2)o1 | · | 5% | -20% | 1% | 5% | 8% | 5% | 2%[15.4 µM]
CCN(CCCNC(=O)C1CCC(=O)N1Cc1ccccc1Cl)c1cccc(C)c1 (stereo not given) | -6% | 3% | -3% | -2% | 1% | -2% | -4% | -2%
Cc1c(Nc2nc3ccccc3nc2NS(=O)(=O)c2cccc(Cl)c2)c(=O)n(-c2ccccc2)n1C | 18% | 0% | 5% | 1% | 6% | 5% | 2% | -5%
COc1ccc(-c2cccc(-c3cc(=O)oc4cc5c(cc34)OCO5)c2)cc1 | · | · | -1%[119 µM] | · | -8%[88.7 µM] | ? | -1%[119 µM] | ·
O=C1C(=O)N(CCN2CCCCC2)c2ccccc21 | 20% | -1% | -5% | 2% | -1% | ? | -8% | -5%
COC(=O)c1ccc(CSc2nc3c(cnn3-c3ccc(Cl)cc3)c(=O)[nH]2)o1 | 7% | -14% | 0% | 4% | 2% | -2% | 3% | -4%
Cc1ccc(S(=O)(=O)c2nc(-c3ccccc3)oc2NCCCN2CCOCC2)cc1 | 0% | ? | -6% | -3% | -4% | ? | -6% | -9%
COc1ccc(C2C=C(c3ccc(F)cc3)NC(=S)N2)cc1OC (stereo not given) | -34%[inhibitor] | -12% | -15% | -10% | 8% | ? | -3% | 10%
COC(=O)NCC(C)OC(=O)Nc1cccc(Cl)c1 (stereo not given) | 1% | -12% | -1% | 0% | 2% | 10% | 3% | -9%
Cc1ccccc1C(=O)Nc1ccc(N2CCCCCC2)cc1 | 13µM* | -6% | -21% | ? | -23% | ? | -7% | ?
CCc1cccc(NC(=O)C2CCN(S(=O)(=O)c3cccs3)CC2)c1 | -5% | -6% | -3% | -3% | -3% | 7% | -7% | 1%
O=C(Nc1ccc(-c2nnn(CC(=O)N3CCN(C(=O)c4ccco4)CC3)n2)cc1)c1ccccc1F | -5% | 12% | 3% | -4% | -5% | ? | 4% | -5%
O=C(CN1CCN(c2ccccc2O)CC1)NCCCc1ccccc1 | -9% | -1% | -5% | ? | 2% | -3% | -5% | -2%
O=C(/C=C/c1ccco1)Nc1cccc(C(=O)Nc2ccccc2C(=O)O)c1 | · | -10% | -20% | -4% | 4% | · | 8% | ·
O=C(Nc1ccc2oc(-c3ccncc3)nc2c1)c1ccc(F)cc1 | -42%[inhibitor] | ? | -3% | 8% | 12% | ? | 15% | 3%
COc1ccc(Cn2c3nc4ccccc4nc3c3c(=O)n(Cc4ccco4)c(C)nc32)cc1 | · | ? | -16% | 0% | 45%[activator] | ? | -3% | -1%
CC1CN(C(=O)c2cc3cc(Cl)cc(Cl)c3oc2=O)CC(C)O1 (stereo not given) | 14% | -1% | -3% | 6% | -4% | 2% | 2% | -9%
CCOC(=O)C1=C(N)Oc2ccc(Br)cc2[C@@H]1[C@@H](C#N)C(=O)OCC | · | 4% | 5% | · | 44%[activator] | ? | 2% | ·
CN(Cc1cnccn1)C(=O)CC1C(=O)NCCN1Cc1cccc(Oc2ccccc2)c1 (stereo not given) | · | -17% | 3% | 2% | -16% | -2% | 5% | 1%
CCCCNC(=S)NC(=O)c1ccccc1Br | 28% | 5% | -4% | 4% | 4% | -1% | 0% | 2%
CCCCOc1cccc(C(=O)Nc2ccc(N3CCN(CC)CC3)cc2)c1 | -16% | 6% | -11% | -2% | 0% | -1% | 8% | -2%
COc1ccc(CCNC(=O)CCc2ccc(S(=O)(=O)NC(C)C)cc2)cc1 | 1% | 14% | -5% | 6% | 4% | ? | 9% | -4%
Cc1ccc(S(=O)(=O)N2CCN(C(=S)NCc3ccc4c(c3)OCO4)CC2)cc1 | 21% | 0% | -6% | 17% | 5% | ? | -4% | 3%
COc1ccc(C)c(Cn2c(-c3nonc3N)nc3ccccc32)c1 | -24% | -1% | -6% | 7% | 6% | -3% | -2% | -5%
COc1c(F)c(F)c(C(=O)O)c(Nc2ccc(C)cc2)c1F | -4% | 2% | -9% | -16% | 15% | -1% | -3% | 8%
CC1=CC(=C2C=CC(=O)C=C2)C=C(C)N1C | · | ? | ? | 2% | -25% | 0% | -23% | -17%
O=C(O/N=C1/CCSc2ccccc21)c1ccc(F)cc1 | -21% | 3% | 0% | -1% | 9% | -11% | 5% | -3%
CC1=Nc2ccccc2N=C(NC(=O)CSc2nnnn2-c2ccccc2)C1c1ccccc1 (stereo not given) | -6% | 4% | -12% | -16% | 10% | 4.5µM* | -8% | -5%
Cc1nc2ccc(NC(=O)c3nn(CC(C)C)c(=O)c4ccccc34)cc2s1 | 9% | 5% | -12% | -11% | 4% | -15% | 2% | -8%
O=C(C1=C[C@H](c2ccccc2)C[C@H](OCCCCO)O1)N1CCN(Cc2ccccc2)CC1 | · | -3% | 1% | 16% | -7% | ? | 0% | ·
O=C(NCCCn1ccnc1)c1cn(Cc2ccc(F)cc2)nn1 | -13% | 12% | -4% | 0% | 1% | 5% | -14% | 1%
O=c1[nH]c2ccccc2n1C1CCCCC1 | 5% | 3% | 3% | 11% | 2% | 5% | 4% | 5%
CCCSc1nc2c(c(=O)[nH]c(=O)n2C)n1CC(O)COc1ccccc1 (stereo not given) | · | 14% | -1% | -4% | 11% | · | 9% | ·
COc1ccc(-c2nc(=S)c3c(n2Cc2cccnc2)CC(C)(C)OC3)cc1 | · | 4% | -1% | -6% | -1% | · | -6% | ·
N#Cc1ccc(-c2ccccc2)nc1SCC(=O)c1cccc(Cl)c1 | -3% | 1% | -11% | 1% | 4% | -5% | -9% | -2%
CN(C)CCNC(=O)c1ccc(COc2ccc(Cl)cc2Cl)cc1 | -57%[inhibitor] | 4% | -8% | 4% | 12% | 4% | 5% | 1%
CCCS(=O)(=O)c1c(S(=O)(=O)CCC)c2ccc(C(N)=O)cn2c1C(=O)c1ccc(OC)cc1 | · | -12% | -5% | -5% | 10% | ? | 0% | ?
O=C(Nc1ccc(Cl)cc1)C1=Cc2ccccc2OC1 | 22µM* | -13% | -2% | -1% | -12% | -9% | -11% | -5%
O=C(CCSc1nnc(-c2ccncc2)o1)Nc1ccc(Cl)cc1 | 9% | -1% | -2% | 0% | 3% | 12% | -16% | -6%
CCn1cc(C(=O)O)c(=O)c2cc(OC)ccc21 | -12% | ? | -3% | -4% | -4% | ? | 6% | -9%
O=c1cc(-c2ccccc2Cl)oc2c(Br)ccc(O)c12 | 10µM* | -5% | -18%[119 µM] | -2% | 2%[88.7 µM] | ? | 1%[119 µM] | 1%
CCOC(=O)CN(C(=O)CNC(=O)c1ccco1)C(C(=O)NC1CCCCC1)c1cccs1 (stereo not given) | · | 1% | -5% | -2% | 277%[activator] | 7% | -1% | -8%
CC1(c2ccc3c(c2)OCO3)NC(=O)N(CC(=O)NCCC2=CCCCC2)C1=O (stereo not given) | -12% | 7% | -5% | -1% | -4% | 5% | -20% | -7%
CCN(CC)c1ccc(N)cc1S(=O)(=O)Nc1ccc(OC)cc1 | · | -22% | -5% | ? | -9% | · | -3% | ·
